Growth percent in the NCI-60 one-dose screen (48 h, 10 µM unless noted): 100 = growth as untreated, 0 = no growth, -100 = all killed.
HS 578T = HS 578T breast cancer; 78,000 compounds, 4.1% hits
K-562 = K-562 leukemia; 78,000 compounds, 7.4% hits; AID 1794777
BT-549 = BT-549 breast cancer; 78,000 compounds, 4.4% hits; AID 1794793
SR = SR leukemia cells. 73,000 compounds, 8.7% hits. AID 1794780
MDA-MB-468 = MDA-MB-468 breast cancer. 78,000 compounds, 8.5% hits. AID 2202374
MDA-MB-231 = MDA-MB-231 breast cancer; AID 1794789; 81,000 compounds, 5% hits
T-47D = T-47D breast cancer. 79,000 compounds, 5% hits
MCF7 = MCF7 breast cancer; 82,000 compounds, 6.3% hits
Starred values were filed as active, the others as inactive; · = no result given; [ ] = remark or other dose. The calls were made as follows: active = growth percent below 10; inactive = the rest.

SMILES	HS 578T	K-562	BT-549	SR	MDA-MB-468	MDA-MB-231	T-47D	MCF7
Cn1ncc(CC(=O)O)c1N1C=Nc2ccccc2S1(=O)=O	98	96	99	·	96	107	104	103
O=c1nc2sc3nc4ccccc4cc3cc-2s1	80	·	112	134	124	108	119	98
CC(=O)Nc1ncc2c(n1)-c1cccn1CC2	102	106	109	94	110	110	·	93
Cc1cc(C)c(F)cc1N	111	107	107	105	95	112	95	96
CC(=O)Nc1ccc(-n2cnc3cc(-c4ccc(NS(C)(=O)=O)cc4)ccc32)cc1	58	24	75	22	55	49	63	17
O=C(CCN1CCCC1)Nc1ccc2c(NCCc3ccccc3)c3ccccc3nc2c1	-25*	-17*	-15*	-16*	-41*	-33*	1.9*	-19*
O=C(O)C1c2ccccc2-c2ccccc21	93	56	98	90	113	93	105	99
CCOC(=O)c1c2c(n(-c3ccc(Br)cc3)c1-c1ccccc1)C=CCC2	101	67	101	83	105	92	77	95
O=c1c2cnn(-c3ccccc3)c2n2cnnc2n1-c1ccccc1	122	82	74	81	115	113	54	95
Nc1cc(Cl)cc2cccnc12	114	98	·	94	93	96	112	95
COCCCNc1nc(NC(=O)c2cc(OC)cc(OC)c2)cc(-c2cccnc2)n1	95	86	·	81	95	69	64	98
O=C(/C=C/c1ccccc1Cl)c1cccc(OCCCOc2cccc(C(=O)/C=C/c3ccccc3Cl)c2)c1	103	98	111	96	·	98	104	116
O=S(=O)(NCCNc1nccc(-c2c(-c3ccc(F)c(O)c3)nc3sccn23)n1)c1ccccc1	82	37	114	36	83	52	69	76
CN(C)CCNc1nc2c3cc(Cl)ccc3nn2c2ccccc12	69	46	73	17	74	47	87	35
CCC(C)C(NC(=O)CN1C(=O)/C(=C/C(C)=C/c2ccccc2)SC1=S)C(=O)O (configuration not stated)	108	100	102	99	·	93	103	93
COc1cc(-c2nc(SCCC(C)C)nc(Nc3ccc(F)cc3)c2C#N)cc(OC)c1OC	50	85	75	73	97	38	66	87
O[C@H]1[C@H](c2c[nH]c3ccccc23)c2c([nH]c3ccccc23)[C@@H](c2c[nH]c3ccccc23)[C@@H]1O	93	95	77	109	97	87	74	76
CCN(CC)c1ccc(NC(=S)Nc2ccc(N(CC)CC)cc2)cc1	89	124	102	93	92	99	106	96
O=C(CSc1nnc(-c2cc(-c3ccccc3)nc3ccccc23)o1)c1ccc(Br)cc1	·	91	97	84	103	95	102	111
COc1ccc(-c2cc(/C=C/C(=O)c3ccc(OC)c(OC)c3)[nH]n2)cc1	·	-30*	-34*	-33*	21	29	22	6.1*
S=c1[nH]ccn1-c1ccccc1Cl	142	101	117	101	103	120	107	99
N#CCCN=Nc1c(O)[nH]c2ccc(Br)cc12	101	115	100	·	101	92	94	84
Cc1ccc2nc(-c3ccccc3)cc(-c3nn4c(-c5ccccc5)nnc4s3)c2c1	84	101	104	98	101	94	83	79
CCCCCCC(=O)OCC(C)O (configuration not stated)	·	111	124	90	94	101	95	106
Cc1cccc(/C(=C/c2ccc([N+](=O)[O-])cc2)C(=O)O)c1	110	103	105	94	·	121	98	110
Continuation.
SMILES	HS 578T	K-562	BT-549	SR	MDA-MB-468	MDA-MB-231	T-47D	MCF7
C=C(C)[C@@H]1C[C@H](O)Cc2cc(F)ccc2N1	97	42	98	83	89	108	96	103
Oc1cc2c(cc1Nc1ncnc3c1oc1ccccc13)CCCC2	95[50 µM]	69[50 µM]	96[50 µM]	60[50 µM]	87[50 µM]	88[50 µM]	60[50 µM]	67[50 µM]
COc1ccc2c3c([nH]c2c1)C(C)N(C(C)=O)CC3 (configuration not stated)	87	105	·	66	89	100	83	90
O=C(O)CCN1CCOCC1	97	·	106	·	103	90	100	100
COc1ccc(-c2nnc(CCC(=O)c3nc4ccccc4[nH]3)o2)cc1	114	102	96	·	113	79	89	88
O=C(Nc1ccc2ccccc2c1)c1cccc2ccccc12	97	45	103	51	93	94	99	71
CC(=O)Oc1ccc(C2(c3ccc(OC(C)=O)cc3)OC(=O)c3ccccc32)cc1	113	107	109	101	116	115	121	118
CCCCCSc1ncnc2nc[nH]c12	114	89	116	108	90	103	107	102
CCN(CC)c1ccc(C=O)c(OCc2cn(CC(=O)Nc3ccc(Cl)cc3)nn2)c1	88	52	81	47	64	80	60	53
Oc1[nH]c2ccc(Cl)cc2c1N=Nc1nc(N=Nc2c(O)[nH]c3ccc(Cl)cc23)nc(N2CCOCC2)n1	-7.8*	33	-6.4*	29	24	36	29	43
Cc1ccc(NC(=O)NNc2ccc([N+](=O)[O-])cn2)cc1	108	99	98	99	·	98	116	98
CCCCn1c(=O)c(/C=C/c2cc(/C=C/c3cc4cc(Cl)ccc4n(CCCC)c3=O)[nH]n2)cc2cc(Cl)ccc21	106	97	105	94	110	110	99	100
CCOC(=O)C(Cl)c1ccccc1 (configuration not stated)	93	97	80	109	97	110	72	93
CC(O)COc1ccc(Cl)cc1Cl (configuration not stated)	105	98	106	94	111	110	88	98
N#Cc1nc(-c2cccc(Br)c2)cc(-c2ccc(Nc3nc(N4CCCCC4)nc(N4CCCCC4)n3)cc2)c1N	6.1*	4.5*	-69*	12	-26*	-67*	-53*	7.0*
CC(C)(O)Cn1cc(-c2ccc(-c3cncc(Cl)c3N3CCC4(CCNC4=O)CC3)cc2)cn1	108	101	111	54	78	103	91	92
CCOC(=O)c1sc(Nc2ccc(OC)cc2)nc1C	84	·	97	32	69	90	101	67
COc1ccc2c(c1)CCCC21C(=O)Nc2ccc(OC)cc21 (configuration not stated)	106	·	102	83	103	113	91	102
COc1ccc(CNc2c3ccccc3nc3ccccc23)cc1OC	37	8.8*	42	8.6*	-23*	19	26	0.7*
COc1ccc(CSc2nnc(-c3cccs3)n2-c2ccccc2)cc1	99	84	93	89	71	92	91	92
COc1cc(/C=C/C(=O)c2cc(-c3cccc(Cl)c3)ccc2O)cc(OC)c1OC	100	67	93	83	92	79	55	67
CCOC(=O)c1c(NC(=O)c2cccc(C(F)(F)F)c2)sc2cc(O)ccc12	88	97	90	101	85	87	64	47
Oc1ccccc1C=NCC(O)CN=Cc1ccccc1O (configuration not stated)	·	107	111	93	119	104	96	101
CCCCCCCCCCCCCC1=NCCN1CCO	38	5.1*	123	-4.5*	·	51	66	55
CNC(=O)Nc1ccccc1C(=O)NN	113	102	104	112	113	103	94	101

The list goes on, overlapping the part above by 5 compounds.
SMILES	HS 578T	K-562	BT-549	SR	MDA-MB-468	MDA-MB-231	T-47D	MCF7
COc1cc(/C=C/C(=O)c2cc(-c3cccc(Cl)c3)ccc2O)cc(OC)c1OC	100	67	93	83	92	79	55	67
CCOC(=O)c1c(NC(=O)c2cccc(C(F)(F)F)c2)sc2cc(O)ccc12	88	97	90	101	85	87	64	47
Oc1ccccc1C=NCC(O)CN=Cc1ccccc1O (configuration not stated)	·	107	111	93	119	104	96	101
CCCCCCCCCCCCCC1=NCCN1CCO	38	5.1*	123	-4.5*	·	51	66	55
CNC(=O)Nc1ccccc1C(=O)NN	113	102	104	112	113	103	94	101
N#Cc1c(Nc2ccc([N+](=O)[O-])cc2)nc2sc3cc(Cl)c(Cl)cc3n2c1=O	93	79	96	81	87	65	74	71
O=C(CSc1nnc(-c2ccc(-c3nc4ccccc4[nH]3)cc2)o1)Nc1ccc(Cl)cc1	63	11	-0.1*	2.3*	55	-25*	24	7.4*
COC(=O)[C@H](Cc1ccccc1)NC(=O)[C@@H]1CCCN1C(=O)CNC(=O)[C@H](CCSC)NC(=O)OCc1ccccc1	111	102	123	110	105	104	91	102
Cc1cc(N2CCCC2)nc(N(CCCNc2ccnc3cc(Cl)ccc23)Cc2ccccn2)n1	73	11	65	·	53	45	69	47
O=C1O[C@@H](c2ccccc2Cl)[C@@H]2c3cc4c(cc3CCN12)OCO4	101	87	101	100	96	97	70	103
CCCCCCCCC1(C)CCC(=O)O1 (configuration not stated)	102	92	96	111	100	103	95	98
O=CN1N=C(c2cccc(Nc3ccncc3)c2)CC1c1ccccc1 (configuration not stated)	94	80	107	96	102	95	86	85
CCN(CC)CCCCNc1ccnc(N)n1	101	102	104	87	108	106	95	91
COc1ccc(-c2cnc3[nH]c(-c4cc(OC)ccc4OC)c(C#N)c(=O)n23)cc1	101	104	106	103	107	89	96	91
CNC1=C([N+](=O)[O-])C(c2ccc(C#N)cc2)C(C#N)=C(c2ccc[nH]2)O1 (configuration not stated)	93	97	101	95	122	99	96	90
Cc1ccc(S(=O)(=O)Oc2ccc(C3N=C(N)Nc4nc5ccccc5n43)cc2)cc1 (configuration not stated)	107	99	·	·	105	109	99	96
CCC(C)C(C)(C)O (configuration not stated)	113	102	90	97	102	122	112	110
Cn1cc(-c2cnc3ccc(NC(=O)Nc4ccc(F)c(Br)c4)cc3n2)cn1	37	11	20	34	-6.9*	23	-38*	3.7*
CCCCCCCCCCCCCCCC[N+](C)(CCO)Cc1cnc[nH]1 (configuration not stated)	-19*	-62*	·	·	-16*	-55*	17	-18*
Cc1ccc(CC(C)C=O)cc1 (configuration not stated)	108	91	88	92	104	101	93	106
COc1cc(C2=NN(C(C)=O)C(c3ccc(Cl)cc3)O2)c(OC(C)=O)c2ccccc12 (configuration not stated)	109	99	104	·	106	115	98	100
O=C(O)CCCCCCCCCCCCCCC(=O)O	·	109	105	101	96	98	110	97
Cn1c(COC(=O)NCCn2ccnc2)nc2c(N3CCOCC3)nc(-c3ccccc3)nc21	-33*	4.3*	-78*	1.6*	-64*	-91*	-36*	-67*
CCCCOS(=O)(=O)c1ccccc1	107	106	103	126	·	106	106	102
CC(=O)Oc1c(C)[nH]ccc1=O	103	126	118	107	92	103	85	93
CCCCCCCCCCCCNC(=O)N1C(=O)CCC1C(=O)NCc1ccc(Cl)cc1Cl (configuration not stated)	97	97	111	87	65	82	79	94
COc1ccc(-c2nc(Nc3nc4ccccc4[nH]3)nc(N)c2C#N)cc1	129	97	86	·	121	92	97	90
C#CCOc1cccc(Nc2ncnc3c(NC(=O)C=C)cccc23)c1	25	5.0*	8.5*	9.6*	-15*	26	4.8*	16
CC(C)(C)OC(=O)N1CCc2c(sc3ncnc(N/N=C/c4cccc(Br)c4)c23)C1	71	19	79	29	52	50	20	5.3*
c1ccc(Oc2ccc(Nc3ncnc4onc(-c5ccccc5)c34)cc2)cc1	114	92	104	91	101	99	82	90

Record cards (already shown).
`CCCCCCCCCCCCNC(=O)N1C(=O)CCC1C(=O)NCc1ccc(Cl)cc1Cl` (configuration not stated) is listed with HS 578T = 97; K-562 = 97; BT-549 = 111; SR = 87; MDA-MB-468 = 65; MDA-MB-231 = 82; T-47D = 79; MCF7 = 94
`Cn1cc(-c2cnc3ccc(NC(=O)Nc4ccc(F)c(Br)c4)cc3n2)cn1` is listed with HS 578T = 37; K-562 = 11; BT-549 = 20; SR = 34; MDA-MB-468 = -6.9*; MDA-MB-231 = 23; T-47D = -38*; MCF7 = 3.7*

More results:
SMILES	HS 578T	K-562	BT-549	SR	MDA-MB-468	MDA-MB-231	T-47D	MCF7
COc1cc2c(cc1OCCCCN1CCN(CC(=O)Nc3ccc(Cl)cc3C(=O)c3ccccc3Cl)CC1)N=CC1CCCN1C2=O (configuration not stated)	-66*	-53*	·	-67*	·	-85*	-65*	-67*
O=C1/C(=C/C2=Cc3ccccc3OC2)SC(=S)N1c1ccccc1F	105	92	78	91	99	97	95	78
COc1ccccc1/C=C1N=C(/C=C/c2ccccc2)OC/1=O	105	99	100	98	88	99	100	91
N=C(N)c1ccc(-c2ccc(-c3ccccc3)s2)nc1	85	14	99	12	42	86	80	41
COc1ccc(Nc2nnc(SCc3ccccc3F)s2)cc1	98	92	118	·	56	98	86	91
O=C1CC2OC3c4ccccc4N4C(=O)COC24C3C1 (configuration not stated)	100	95	102	106	101	101	106	96
CCOC(=O)CNc1ncnc2onc(-c3ccccc3)c12	98	99	114	·	92	121	83	92
CCCN1C(=O)N(CCC)C2C1NN=C1SC(c3ccccc3)=CC(=O)N12 (configuration not stated)	100	39	99	39	70	86	87	87
COc1ccc(C2=Nc3ccccc3SC(c3ccc(OC)cc3)C2)cc1 (configuration not stated)	108	98	95	95	101	88	82	97
FC(F)(F)c1ccc(Nc2nnc(-c3ccccc3)o2)cc1	98	94	103	97	109	89	98	86
COc1ccc(/C=C/c2nc3ccccc3n3c(-c4cccc([N+](=O)[O-])c4)nnc23)cc1	12	5.5*	-88*	-33*	-65*	1.2*	-7.6*	-64*
O=C1c2cccc3c2C2(O)c4c1cccc4C(=O)c1cccc(c12)C3=O	88	95	104	107	85	116	99	95
N#CCCC(C#N)(CCC#N)c1ccccc1	·	96	76	98	105	97	96	100
CC(=O)O[C@H]1C[C@@]2(C)[C@@H](C[C@@H](O)[C@H]3[C@@]4(C)CC[C@H](NC(=O)c5cnccn5)[C@@H](C)[C@@H]4CC[C@@]32C)/C1=C(\CCC=C(C)C)C(=O)O	105	106	104	105	108	114	105	98
Nc1cccc(-c2cccc(Oc3ccc4nnc(Cl)n4n3)c2)c1	97	81	85	68	69	88	89	90
NCCNC(=O)c1cccc(COc2ccccc2NC(=O)c2cc([N+](=O)[O-])c[nH]2)c1	97	97	122	67	93	95	89	85
CCN(CC)CC(O)CCNc1ccnc2cc(Cl)ccc12 (configuration not stated)	·	70	111	87	102	100	102	102

Compound activity deposited in PubChem by NCI.
